# Screening results as filed in PubChem.
# Hck-Nef inh = human Hck-Nef kinase inhibition; P08631; Recombinant Hck-YEEI plus Nef, Z-Lyte FRET kinase assay; inhibition, % at 20 µM; hit rate 0.68% among 220,000; AID 463187;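 active = Hck-Nef kinase inhibition above about 50%, limit read from the data; inactive = inhibition below that limit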;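 note: 0% = DMSO with Hck plus Nef and 100% = Hck alone without Nef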
# EP2 antag = blocks the human prostaglandin E2 receptor EP2. P43116. C6 glioma cells expressing human EP2, cAMP TR-FRET; cells stimulated with saturating PGE2. inhibition, % at 25 µM. hit rate 0.52% among 260,000;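 active = percent inhibition above 40 after rounding to a whole number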;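 note: rat C6 glioma host cells with rolipram phosphodiesterase inhibitor present; the protocol text gives 20 µM as final concentration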
# Target sequence (P43116 whole entry, looked up): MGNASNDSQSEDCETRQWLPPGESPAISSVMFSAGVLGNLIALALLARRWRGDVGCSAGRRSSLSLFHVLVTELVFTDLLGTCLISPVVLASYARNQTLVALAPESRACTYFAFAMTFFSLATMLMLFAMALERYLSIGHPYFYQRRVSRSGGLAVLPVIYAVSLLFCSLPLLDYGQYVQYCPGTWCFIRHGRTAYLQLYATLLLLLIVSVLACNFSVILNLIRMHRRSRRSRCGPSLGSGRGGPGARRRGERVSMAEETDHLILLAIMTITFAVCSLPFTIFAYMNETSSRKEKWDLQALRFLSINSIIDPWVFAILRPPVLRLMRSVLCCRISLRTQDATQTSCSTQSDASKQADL
# eIF4E-4G inh = blocks eIF4E binding to eIF4G | P63073+Q04637 | TR-FRET eIF4E-eIF4GI(517-606) binding, 2 h | inhibition, % at 21.7 µM | hit rate 0.37% among 220,000;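 active = inhibition above about 30%, limit read from the data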;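 note: 0% = full FRET control wells and 100% = background wells lacking eIF4GI fragment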
# Rad51 HR inh = Rad51 (human) homologous recombination inhibition; hRad51 DNA strand exchange, fluorescence dequenching; inhibition, % at 10 µM; hit rate 0.085% among 200,000;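 active = inhibition above 40% at the single screening dose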;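 note: 0% = DMSO control wells and 100% = blanks with heterologous ssDNA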
# Target sequence (Q06609 whole entry, looked up): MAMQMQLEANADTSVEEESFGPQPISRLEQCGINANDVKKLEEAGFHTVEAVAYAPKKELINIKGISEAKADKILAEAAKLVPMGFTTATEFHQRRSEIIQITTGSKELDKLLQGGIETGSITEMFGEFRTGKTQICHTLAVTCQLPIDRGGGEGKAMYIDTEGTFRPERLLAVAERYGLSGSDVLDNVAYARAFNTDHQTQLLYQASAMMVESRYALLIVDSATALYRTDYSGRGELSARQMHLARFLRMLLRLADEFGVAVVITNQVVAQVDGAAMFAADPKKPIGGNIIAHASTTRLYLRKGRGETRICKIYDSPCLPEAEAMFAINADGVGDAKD
#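 Test system – preformed human Rad51 ssDNA filaments · Reagent – Donor/quencher-labelled 47-bp dsDNA substrate · Incubation – 37 °C 15-min filament assembly, 30-min compound preincubation, 15-min exchange · Signal – FRET fluorescence dequenching, excitation 485 nm, emission 520 nm · Read-out – percent inhibition from fluorescence, normalised to plate control and blank means · Benchmarks – plate control and blank wells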
# m-calpain inh = blocks pig calpain II enzyme activity; purified calpain II, fluorogenic peptide substrate, 30 min; inhibition, % at 16 µM; hit rate 0.37% among 220,000;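 active = inhibition above about 50%, limit read from the data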
# TbHK1 inh = blocks Trypanosoma brucei hexokinase 1 activity. recombinant TbHK1, G6PDH-coupled NADH A340. AID 1430. inhibition, % at 10 µM. hit rate 0.11% among 220,000;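 active = inhibition of 50% or more in the single-dose primary screen; inactive = inhibition below 50%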
# zVAD death inh = blocks zVAD induced death of L929 cells. AID 1377. L929 zVAD necroptosis rescue, ATP luminescence, 24 h; with zVAD 60 µM. hit rate 0.38% among 220,000. viability rescue, % at 10 µM;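 active = activation, scaled between plate controls, above about 75%, limit read from the data; inactive = activation under that limit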;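 note: 0% = zVAD with DMSO and 100% = DMSO alone without zVAD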
# 14-3-3 Bad inh = disrupts binding of bovine 14-3-3 zeta to phospho-Bad peptide; P63103; inhibition, % at 21.7 µM; hit rate 0.71% among 220,000; TR-FRET 14-3-3zeta/Dy647-pBad peptide displacement, 1 h;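 active = inhibition above about 70%, limit read from the data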;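 note: 0% = full 14-3-3 plus peptide FRET controls and 100% = background without 14-3-3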
# Target sequence (P63103 whole entry, looked up): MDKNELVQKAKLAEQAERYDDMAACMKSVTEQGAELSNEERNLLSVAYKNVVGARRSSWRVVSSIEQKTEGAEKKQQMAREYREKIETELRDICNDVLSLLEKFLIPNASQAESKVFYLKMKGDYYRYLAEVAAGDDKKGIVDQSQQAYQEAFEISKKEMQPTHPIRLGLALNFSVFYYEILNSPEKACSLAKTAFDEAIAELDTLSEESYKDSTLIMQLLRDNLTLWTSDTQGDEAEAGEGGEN
# EP2 mod = modulators of human EP2 prostaglandin E2 receptor | P43116 | EP2-expressing cells, cAMP HTRF FRET, PGE2 co-stimulation | induction, % at 25 µM | hit rate 0.83% among 260,000 | AID 940;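 active = compounds whose cAMP rise, as percent of the full-agonist control response, exceeds 60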;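 note: rat C6 glioma line stably carrying human EP2 under a CMV promoter; the protocol text gives 20 µM as final concentration; 100% = response of wells given 1 µM PGE2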
# An asterisk follows results filed as active; i = inactive; nt = not tested or not shown; & = joins results of further samples; [ ] = dose if it differs, or a comment. Not all compounds are listed (hit frequency here may not be typical).
smiles	Hck-Nef inh	EP2 antag	eIF4E-4G inh	Rad51 HR inh	m-calpain inh	TbHK1 inh	zVAD death inh	14-3-3 Bad inh	EP2 mod
CC(=O)c1cc(C)ccc1OC(=O)CCN1C(=O)C2C3c4ccccc4C(c4ccccc43)C2C1=O (stereo not given)	0	2	4	-6	29	-5	0.4	-2	20
C=CCn1c(SCC(=O)NCC(=O)OCC)nnc1-c1cccc(OC)c1	2	25	-3	nt	-5	5	0.3	5	1
O=C(Nc1cccc2ccccc12)c1cn(-c2ccccc2)nc1-c1cccs1	1	6	-16	nt	-16	-7	0.5	-10	19
CN(C)c1ccc(C=C(c2nnnn2-c2ccccc2)c2nnnn2-c2ccccc2)cc1	-1	15	4[fluorescence artefact?]	-9	-9	-3	-0.8	-7	-30
COC(=O)Nc1ccc(S(=O)(=O)N2CCC(C(=O)N3CCC(C)CC3)CC2)cc1	22	9	-3	-7	-10	0	3.5	-6	-17
COC(=O)c1ccc(Cl)c(NC(=O)Cc2ccccc2[N+](=O)[O-])c1	1	9	4	-1	-10	-3	0.2	-4	-5
COC(=O)/C=c1\sc2n(c1=O)C(C)=CC(C)(C)N=2	0	7	2[fluorescence artefact?]	2	19	-33	-0.6	4	26
Cc1ncc(CO)c(/C=N/N=C/c2ccccc2O)c1O	0	14	4[fluorescence artefact?]	-6	9	-12	0.4	7	13
O=C(NCCc1ccccc1)C1c2ccccc2C(=O)N1C1CC1 (stereo not given)	0	4	3	1	-8	6	-0.1	7	5
CCN1C(=O)CC(N2CCC(c3nc4ccccc4[nH]3)CC2)C1=O (stereo not given)	2	5	-2	nt	19	-5	0.0	5	7
O=C(CCc1ccccc1)OCC(=O)c1ccc([N+](=O)[O-])cc1	-30	7	-2	11	-19	1	1.0	-8	27
COc1ccc(C(=O)N2CCOC2CNC(=O)C(=O)NCc2ccco2)cc1 (stereo not given)	1	4	2	32	-34	0	-0.2	-11	11
CCOC(=O)C1=C(C)OC(N)=C(C(=O)OCC)C1c1ccncc1 (stereo not given)	-5	7	1[fluorescence artefact?]	0	7	3	-0.1	-9	36
COc1cccc(CN2CCN(C(=O)c3cccs3)CC2)c1OC	4	-1	-2	-2	12	3	-0.4	0	-10
CC(C)(C)CN1C(=O)C(=O)NC[C@H]1Cc1ccc(O)cc1	19	6	5	1	2	0	0.5	1	10
CCc1nc2nc(C)cc(Nc3cccc(C(F)(F)F)c3)n2n1	-1	7	-14	-5	-8	3	-0.4	1	29
O=C(CN1CCCCC1)N1CCN(C(=O)CN2CCCCC2)CC1	5	12	1	5	21	-4	0.5	-2	-1
Nc1cc(=O)[nH]c(SCC(=O)Nc2ccc([N+](=O)[O-])cc2)n1	11	12	-2	nt	-60	-29	0.8	-4	20
CN(C)S(=O)(=O)Nc1ccc(NS(=O)(=O)N(C)C)c(S(=O)(=O)c2ccccc2)c1	1	3	5	5	29	-26	0.5	4	-7
COc1ccc(-c2cc(C(F)(F)F)n3nc(C(=O)NCc4ccco4)cc3n2)cc1OC	3	21	-19	5	i	-22	-0.2	12	-3
NS(=O)(=O)c1ccc(N/C=C\C(=O)c2ccncc2)cc1	18	4	-2	2	-21	-19	42	-3	7
Oc1c(Cl)cc(Cl)cc1C=Nc1ccc2c(c1)OCCO2	1	3	0[fluorescence artefact?]	1	18	0	-0.3	15	33
COC(=O)c1ccc(/C=C(\C#N)C(=O)NC(C)c2ccccc2)cc1 (stereo not given)	2	26	4[fluorescence artefact?]	5	19	-2	-0.5	3[fluorescence artefact?]	5
COc1ccccc1NC(=O)COC(=O)c1c[nH]c(=O)[nH]c1=O	13	1	-5	3	5	-2	0.0	-5	8
Cc1nc2cc(C)c(C)cc2s1	0	6	2	nt	-6	-4	0.3	1	18
O=C(NNC(=O)c1cccc2ccccc12)c1ccc2c(c1)OCO2	-15	-1	-8	9	10	0	0.2	2	-28
CCCn1cnc2cc(NCc3cccc(OC)c3O)ccc21	1	3	-6	-6	-61	2	-0.1	-22	-16
COC(=O)c1sccc1NC(=O)CSCCc1ccncc1	16	5	-5	0	-4	-4	0.9	-13	22
COc1cc(/C=C2/C(=N)N3C=CSC3=NC2=O)ccc1OCCCOc1c(C)cccc1C	15	9	nt	0	-243	-16	0.1	nt	-30
CC12CCC(C(=O)NCc3ccco3)(OC1=O)C2(C)C (stereo not given)	1	5	0	-5	-5	2	0.1	1	-15
O=C(C1=C[C@H](c2ccccc2)C[C@H](OCCCCO)O1)N1CCOCC1	11	15	5	-6	-4	-12	0.1	-6	-7
COc1ccc(NC(=O)C2Cc3ccccc3C(=O)O2)cc1 (stereo not given)	27	13	-14	0	2	6	-0.7	-9	-1
CC(C)c1c(O)nc(SCC(=O)Nc2ccc3c(c2)CCC3)[nH]c1=O	3	10	-1	-11	-49	0	3.0	8[fluorescence artefact?]	9
O=S(=O)(c1cc(C(F)(F)F)ccc1Cl)N1CCCCCC1	-18	14&13	2	1	10	7	-1.0	8	19&24
CC(C)(C)C(=O)Nc1nc2c(s1)CN(Cc1ccccc1)CC2	14	8	2	-48	-55	-1	1.7	-8	-35
CCCCC(=O)Nc1ccc(NC(=O)C2CC2)cn1	1	7	-3	-5	-38	1	0.5	-2	-2
O=C1C(=O)N(Cc2cccnc2)C(c2ccccn2)/C1=C(/O)c1ccccc1 (stereo not given)	-1	18	-2	4	18	-30	-0.3	7	9
COc1ccc(C(=O)On2c(-c3ccc(Br)cc3)nc3ccccc3c2=O)cc1	2	7	3	-2	-55	-6	1.5	-23[fluorescence artefact?]	39
CC(C)Oc1ccccc1/C=N/NC(=O)c1ccccc1Cl	35	6	-3	10	11	-14	0.9	-1	-15
CCc1c(C)c2ccc(OCC(=O)OC(C)C)c(C)c2oc1=O	0	9	-3	-5	-1	1	-0.1	68	-21
C=CC[n+]1c(C)csc1Nc1cccc(Br)c1	-34	7	-1	-4	21	2	-0.8	0	58
Cc1cc(N/N=C/c2ccccc2O)nc(N2CCOCC2)n1	14	7	-1	-1	-11	-102	10	-1	-39
COc1cc(C(=O)NC(=S)Nc2cccc3nc(C)ccc23)cc(OC)c1OC	15	11	-32	nt	-12	-34	0.7	-5	-12
C[C@@H](O)C1NC(=O)[C@H](CCCCN)NC(=O)c2cc([N+](=O)[O-])cc(I)c2OCC[C@@H](C(N)=O)NC1=O (stereo not given in full)	-4	12	1	4	-31	-88	4.1	-8	20
Cc1cc(C)c2c(CN3CCOCC3)cc(=O)oc2c1C	17	4	4	6	-12	-20	-0.3	3	6
N#CC1=C(N)N(c2ccccc2)C(c2cccc([N+](=O)[O-])c2)C1(C#N)C#N (stereo not given)	1	25	-1	-7	16	-5	0.0	2	-14
Cc1ccccc1OCCCCn1cnc2ccccc21	0	4	4	4	11	-1	-0.9	9	10
COc1ccccc1C(CC(=O)Nc1ccc(Cl)cc1)c1ccc(OC(C)C)cc1 (stereo not given)	2	3	0	0	17	-4	0.7	1[fluorescence artefact?]	-1
O=C(NCC(=O)N(c1ccc2c(c1)OCO2)C(C(=O)NC1CCCC1)c1cccs1)c1ccco1 (stereo not given)	0	9	-14	-3	2	8	0.5	17	1
O=C(CN1C(=O)NC2(CCOc3ccccc32)C1=O)Nc1cccc(Cl)c1 (stereo not given)	19	7	1	11	-6	-8	5.7	-5	-59
CCc1ccc(-c2nnn(CCC#N)n2)cc1	22	5&5	-2	9	1	-2	0.4	-8	-29&12
Cc1ccc(NC(=O)CSCc2ccco2)cc1	10	6	2	21	-25	-12	1.9	-10	-4
COc1ccc(N=c2sc3ccccc3n2C)cc1	-18	15	-3	1	-30	5	-0.1	6	16
O=C(OCc1ccccc1)C1=NNC2C(=O)N(c3ccccc3)C(=O)C12 (stereo not given)	3	5	-9	-6	29	0	0.8	1	4
O=C(N/C(=C\c1cccs1)C(=O)N1CCOCC1)c1cccs1	4	7	5	8	-10	-22	1.1	-15	23
O=C(/C=C/c1ccc(F)cc1)c1ccc(N2CCOCC2)cc1	9	19	9	11	6	-14	0.5	-6	-51
c1ccc(N2CCN(c3nc4cc5c(cc4s3)OCO5)CC2)cc1	0	6	-14	-2	-12	-4	-0.2	-6	4
CC(=O)NC1=NN(C(C)=O)C(c2ccccc2)S1 (stereo not given)	20	16	-1	6	-26	-4	17	-10	21
COC(=O)C(C#N)C(c1cccnc1)c1c(C)[nH][nH]c1=O (stereo not given)	9	6	-1	-3	1	-4	-0.8	5	11
CC(C)(C)NC(=O)c1cc(C(C)(C)C)c(O)c(C(C)(C)C)c1	4	9	-1[fluorescence artefact?]	-9	45	35	1.4	-1	15

# (further entries)
smiles	Hck-Nef inh	EP2 antag	eIF4E-4G inh	Rad51 HR inh	m-calpain inh	TbHK1 inh	zVAD death inh	14-3-3 Bad inh	EP2 mod
CCOC(=O)c1cnc2c(c(C)nn2CC)c1NCCN1CCOCC1	6	4	7	7	-23	-6	0.3	-18	2
CCC(C)(C)NC(=O)C(c1ccc(C)cc1)N(Cc1ccco1)C(=O)Cn1nnc2ccccc21 (stereo not given)	4	20	0	10	18	7	0.0	-10	38
CCN1CCCC1CNS(=O)(=O)c1ccc(Cl)c(C(F)(F)F)c1 (stereo not given)	18	7	-2	10	-28	5	0.5	-18	23
COc1ccc(N2C(=O)CCC(C(=O)N3CCCCCC3)C2c2ccc(OC)c(OC)c2)cc1 (stereo not given)	0	3	8	2	-7	-5	-0.9	6	24
C/C(=N\NC(=O)CC1N=C(Cc2ccccc2)NNC1=O)c1ccccc1 (stereo not given)	2	20	-4	5	27	0	0.4	30	7
Cc1ccc2c(CSc3nnc4ccccn34)cc(=O)oc2c1C	3	10	0	nt	-1	-10	0.0	-10	8
Cc1cc(C(=O)c2cnc(/N=C/N(C)C)s2)cc(C)c1O	3	5	2	1	-22	-30	-0.5	-12	5
CC(C)(C)Nc1c(-c2ccc(O)cc2)nc2ccc(Cl)cn12	14	4	-1	nt	-39	-9	1.9	-8	-8
CCOC(=O)Cn1c(CCC(=O)O)ccc1-c1ccc(F)cc1	21	15	7	8	-26	14	0.3	5[fluorescence artefact?]	33
CSc1nc2ccccc2n1CC(=O)Nc1cc(C(F)(F)F)ccc1N1CCOCC1	1	6	-6[fluorescence artefact?]	-10	-30	-21	0.3	0[fluorescence artefact?]	-9
CCNC(=S)N(Cc1cc2cc(C)ccc2[nH]c1=O)C1CCCC1	9	11	1	nt	10	-11	1.5	11	10
Cc1cc(C)cc(NC(=O)c2c(C)nc3ccccn23)c1	26	9	1	-2	-14	0	0.1	-14	-34

# An excerpt of these results, with each value named.
> CCN1CCCC1CNS(=O)(=O)c1ccc(Cl)c(C(F)(F)F)c1 (stereo not given)
  Hck-Nef inh = 18 | EP2 antag = 7 | eIF4E-4G inh = -2 | Rad51 HR inh = 10 | m-calpain inh = -28 | TbHK1 inh = 5 | zVAD death inh = 0.5 | 14-3-3 Bad inh = -18 | EP2 mod = 23
> COc1ccc(N2C(=O)CCC(C(=O)N3CCCCCC3)C2c2ccc(OC)c(OC)c2)cc1 (stereo not given)
  Hck-Nef inh = 0 | EP2 antag = 3 | eIF4E-4G inh = 8 | Rad51 HR inh = 2 | m-calpain inh = -7 | TbHK1 inh = -5 | zVAD death inh = -0.9 | 14-3-3 Bad inh = 6 | EP2 mod = 24
> Cc1cc(C)cc(NC(=O)c2c(C)nc3ccccn23)c1
  Hck-Nef inh = 26 | EP2 antag = 9 | eIF4E-4G inh = 1 | Rad51 HR inh = -2 | m-calpain inh = -14 | TbHK1 inh = 0 | zVAD death inh = 0.1 | 14-3-3 Bad inh = -14 | EP2 mod = -34
> CCNC(=S)N(Cc1cc2cc(C)ccc2[nH]c1=O)C1CCCC1
  Hck-Nef inh = 9 | EP2 antag = 11 | eIF4E-4G inh = 1 | Rad51 HR inh = nt | m-calpain inh = 10 | TbHK1 inh = -11 | zVAD death inh = 1.5 | 14-3-3 Bad inh = 11 | EP2 mod = 10
